CHO parental Ca = counter-screen: ATP calcium response change in parental CHO cells; parental CHO-K1, ATP-induced calcium, Fluo-8 fluorescence; inhibition, % at 5.6 µM; 330,000 tested, 0.63% active;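 active means inhibition above that plate's mean sample inhibition plus 3 SD, cut at about 26% in these data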;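 further: 0% = ATP-challenged DMSO wells and 100% = DMSO wells without ATP; some compounds past the cut are filed as inactive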
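Assay system – parental CHO cells · Reagent – ATP stimulus · Detection – intracellular calcium via Fluo-8 no-wash fluorescent dye · Evaluation – percent inhibition of ATP-evoked calcium rise, normalized to controls · Controls – ATP wells versus no-ATP DMSO wells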
M1 ag = human M1 muscarinic receptor agonism; P11229; CHO-K1 hM1, Fluo-8 calcium fluorescence, agonist mode; 0% DMSO, 100% acetylcholine EC100; activation, % at 3 µM; 360,000 tested, 0.33% active; AID 588814;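 active means activation above the run's mean compound activation plus 3 SD, cut at about 16% in these data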;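 further: peak over basal fluorescence ratio within a 140 s kinetic read after compound addition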
Target sequence (P11229 whole entry, looked up): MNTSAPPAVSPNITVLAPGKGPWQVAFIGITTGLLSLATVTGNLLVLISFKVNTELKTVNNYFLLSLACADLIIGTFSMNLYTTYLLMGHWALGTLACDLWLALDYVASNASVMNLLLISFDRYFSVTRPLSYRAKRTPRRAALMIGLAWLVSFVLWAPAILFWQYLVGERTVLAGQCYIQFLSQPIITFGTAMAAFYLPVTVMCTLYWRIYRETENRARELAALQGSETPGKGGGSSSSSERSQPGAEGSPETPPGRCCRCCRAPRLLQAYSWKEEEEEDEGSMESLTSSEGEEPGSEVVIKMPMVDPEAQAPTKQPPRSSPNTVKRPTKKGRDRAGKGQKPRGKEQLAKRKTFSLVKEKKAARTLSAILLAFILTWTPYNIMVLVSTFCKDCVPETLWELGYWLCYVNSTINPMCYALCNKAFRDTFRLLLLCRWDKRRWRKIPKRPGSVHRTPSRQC
M1 PAM parental = nonselective activator or artifact in parental CHO-K1 calcium assay | ATP EC20, Fluo-8 calcium fluorescence; 0% at ATP EC20, 100% at ATP max | activation, % at 3 µM | 360,000 tested, 0.02% active;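 active means activation above the run cutoff, the mean activation of all test compounds plus 3 SD, cut at about 40% in these data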;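 further: peak over basal fluorescence ratio in a 140 s read after ATP addition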
TAAR1 agonist = agonists of human TAAR1; Q96RJ0; CHO RD-HGA16 TAAR1, Fluo-8 calcium fluorescence; vehicle wells 0%, saturating PEA agonist 100%; activation, % at 3 µM; 360,000 tested, 0.99% active;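 active means activation above the mean activation of all test compounds in the run plus 3 SD, cut at about 38% in these data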
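Assay system – CHO-derived RD-HGA16 cells with stable Gα16 and human TAAR1 · Compound dosing – one-point dosing at 3 µM (nominal) · Incubation – 17-24 h seeding, 75 min 37 °C dye, 30 min RT · Measured by – kinetic Fluo-8 calcium fluorescence · Control set – DMSO vehicle as 0%, PEA at EC100 as 100% · Repeats – single well for each compound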
V1aR counter = counter-screen for oxytocin receptor agonists: human V1a receptor agonists; P37288; CHO-V1R cells, Fluo-8 calcium fluorescence, agonist mode; 0% DMSO, 100% 3 nM vasopressin; activation, % at 3 µM; 320,000 tested, 0.25% active;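 active means activation above the mean activation of all tested compounds plus 3 SD, per screening run, cut at about 20% in these data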;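 further: signal is peak over basal fluorescence ratio across a 100 second FLIPR read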
Target sequence (P37288 whole entry, looked up): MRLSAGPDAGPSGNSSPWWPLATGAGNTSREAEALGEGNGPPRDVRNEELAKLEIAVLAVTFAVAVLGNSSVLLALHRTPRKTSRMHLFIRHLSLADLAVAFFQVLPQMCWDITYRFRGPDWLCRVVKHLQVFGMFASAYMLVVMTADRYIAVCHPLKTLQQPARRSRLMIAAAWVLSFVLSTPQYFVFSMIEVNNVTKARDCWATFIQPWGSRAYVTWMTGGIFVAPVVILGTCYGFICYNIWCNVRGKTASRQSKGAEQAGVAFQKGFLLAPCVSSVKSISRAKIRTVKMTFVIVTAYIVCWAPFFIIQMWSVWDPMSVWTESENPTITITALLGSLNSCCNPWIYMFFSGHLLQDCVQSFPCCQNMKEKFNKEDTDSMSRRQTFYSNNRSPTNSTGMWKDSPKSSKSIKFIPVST
M1 ag parental = nonselective activator or artifact in parental CHO-K1 cells; AID 602248; 360,000 tested, 0.48% active; Fluo-8 calcium fluorescence; scaled to maximal ATP response, vehicle zero; activation, % at 3 µM; in the data active means activation above about 15%;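 further: untransfected CHO-K1 host cells lacking M1 receptor as counterscreen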
OXTR potentiate = human OXTR potentiation; P30559; CHO-OTR cells, Fluo-8 calcium fluorescence, potentiator mode; 0% = oxytocin EC15, 100% = EC100; activation, % at 3 µM; 320,000 tested, 0.061% active;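 active means activation above that plate's cutoff, the mean activation of tested compounds plus 3 SD, cut at about 6.6% in these data, passing the limit was not always enough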;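 further: 100% uses oxytocin at 75 nM as the full agonist control; some results filed as inactive read as strong as hits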
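Assay system: CHO cell line stably expressing human OTR | Also added: Oxytocin at about EC15, sub-maximal agonist stimulus | Times: Compound 6 min at room temperature before oxytocin, 100 s read | Measured by: Fluo-8 intracellular calcium fluorescence, ex 470-495, em 515-575 nm | Controls: EC15 oxytocin alone as 0%, 75 nM oxytocin as 100%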
TAAR1 antag = antagonists of human TAAR1; Q96RJ0; CHO RD-HGA16 TAAR1, Fluo-8 calcium fluorescence, antagonist; inhibition, % at 3 µM; 360,000 tested, 1.5% active; AID 624466;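 active means inhibition above a per-plate cutoff, the mean inhibition of test compounds on that plate plus 3 SD, cut at about 49% in these data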;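 further: 0% = DMSO plus EC80 beta-PEA response and 100% = DMSO alone without agonist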
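Test system: RD-HGA16 CHO cells with stable hTAAR1 and Gα16 / Probe or stimulus: EC80 β-phenethylamine stimulus / Times: seeding 17-24 h prior, 75-min 37 °C, 30-min RT dye loading / Detection: Fluo-8 calcium-sensitive fluorescence / Read-out basis: % inhibition scaled between DMSO and EC80 PEA controls / Repeats: singlicate, one well per test compound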
CHO-K1 Ca antag = M1 antagonist counterscreen hit in parental CHO-K1 cells. AID 602250. inhibition, % at 3 µM. ATP-induced calcium, Fluo-8 fluorescence. 360,000 tested, 0.6% active;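 active means inhibition above a per-plate cutoff, the plate's mean sample inhibition plus 3 SD, cut at about 24% in these data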;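 further: 0% = DMSO plus EC80 ATP and 100% = DMSO alone without ATP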
Active calls of the source: *; nt = not tested or not shown.

SMILES	CHO parental Ca	M1 ag	M1 PAM parental	TAAR1 agonist	V1aR counter	M1 ag parental	OXTR potentiate	TAAR1 antag	CHO-K1 Ca antag
COc1ccc(NC(=O)C/C(C)=N/NC(=O)c2cnccn2)c(OC)c1	4	-5	-12	-2	1.3	0.2	-7	-11	5
CC(=O)c1cccc(N(CC(=O)Nc2ccc(S(=O)(=O)N3CCCC3)cc2)S(C)(=O)=O)c1	-9	-6	-12	1	1.1	4.8	-1	-16	9
Cc1cccc(NC(=O)C(C)SCc2nc3sc4c(c3c(=O)[nH]2)CCCC4)n1 (configuration not stated)	-7	-7	6	-1	-1.4	1.6	-3	-19	-6
CCCCN(C)C(=O)c1ccc2c(c1)N(CC)C(=O)c1ccccc1S2(=O)=O	0	-10	-4	1	0.6	0.4	0	-7	18
O=C(CC(Nc1ccccc1Cl)C(=O)OCC(=O)c1cccs1)c1ccccc1 (configuration not stated)	23	-1	7	19	0.9	0.2	-8	24	9
COc1ccc(NC2SC(=O)N(CC(=O)O)C2=O)cc1 (configuration not stated)	0	1	9	6	0.3	-0.4	-4	0	-1
CS(=O)(=O)N(CC(=O)N1CCN(c2ccc(F)cc2)CC1)c1ccc(F)c(Cl)c1	-4	-1	8	5	3.9	4.3	-5	13	-14
CN(C)c1nnnn1-c1ccc(Cl)cc1	-1	-3	26	3	0.1	4.5	-7	-3	-9
Cc1ccc(C(=O)NC2CCSC2=O)cc1 (configuration not stated)	-6	-6	10	7	2.0	0.1	-8	-2	-25
O=C(CSc1ccccn1)NCc1ccc2c(c1)OCO2	6	-5	10	7	0.0	0.3	-7	-21	-15
Cc1cnc(C(=O)OCC(=O)NC2CCCCCC2)cn1	11	1	-13	7	-0.5	-1.1	-13	-3	9
COc1cc(C2CC(=O)C3=C(C2)Nc2ncnn2C3c2cccs2)cc(OC)c1OC (configuration not stated)	-5	1	14	1	-0.2	0.4	-2	-16	-10
O=C(CN(Cc1cccs1)C(=O)CCC(=O)Nc1nccs1)NCc1ccccc1	-13	0	1	4	1.3	2.6	2	7	-13
COc1ccc(C(CNC(=O)c2cccc(S(=O)(=O)Nc3ccc(F)cc3)c2)N(C)C)cc1 (configuration not stated)	nt	-5	-20	20	nt	2.0	nt	-24	6
CN(C)CCCNC(=O)C[C@H]1C[C@H](C(=O)N2CCOCC2)[C@@]2(C)c3[nH]c4cc(-c5ccco5)ccc4c3CCN2C1=O	-16	-5	19	-1	nt	0.7	nt	-2	-9
O=c1c2ccccc2nc(/C=C/c2ccc(Br)cc2)n1CCO	-17	-1	5	4	-0.5	2.0	-13	42	6
O=C(Oc1oc(-c2ccco2)nc1C=Nc1ccccc1)c1ccoc1	4	-5	17	1	0.2	1.2	-4	3	-12
NNc1ccc2nncn2n1	-7	-3	10	16	0.9	5.8	-6	4	-7
COc1ccc(-c2csc(Nc3ccccc3)[n+]2CC(O)c2ccc([N+](=O)[O-])cc2)cc1 (configuration not stated)	-5	-2	5	0	-0.3	2.7	-1	-8	-3
N=c1c2c(-c3ccccc3)c(-c3ccccc3)n(Cc3ccco3)c2ncn1CCCn1ccnc1	-26	-8	20	21	1.1	1.3	-6	-18	-5

In the list so far, these have two or more sulfur atoms:
SMILES	CHO parental Ca	M1 ag	M1 PAM parental	TAAR1 agonist	V1aR counter	M1 ag parental	OXTR potentiate	TAAR1 antag	CHO-K1 Ca antag
CC(=O)c1cccc(N(CC(=O)Nc2ccc(S(=O)(=O)N3CCCC3)cc2)S(C)(=O)=O)c1	-9	-6	-12	1	1.1	4.8	-1	-16	9
Cc1cccc(NC(=O)C(C)SCc2nc3sc4c(c3c(=O)[nH]2)CCCC4)n1 (configuration not stated)	-7	-7	6	-1	-1.4	1.6	-3	-19	-6
O=C(CN(Cc1cccs1)C(=O)CCC(=O)Nc1nccs1)NCc1ccccc1	-13	0	1	4	1.3	2.6	2	7	-13

Remaining list, next part
SMILES	CHO parental Ca	M1 ag	M1 PAM parental	TAAR1 agonist	V1aR counter	M1 ag parental	OXTR potentiate	TAAR1 antag	CHO-K1 Ca antag
COc1cccc(C(=O)Nc2ccncc2)c1OC	-6	3	-1	2	5.1	2.1	-8	-18	10
CCCCc1cc(=O)oc2cc(C)c(CN3CCCC3)c(O)c12	-2	0	14	-1	0.1	0.2	-1	-16	-9
CC(C)C(OC(=O)C1=Cc2ccccc2OC1)C(=O)NC1CCCC1 (configuration not stated)	-33	-3	-10	6	2.1	0.6	-1	-10	-11
CCn1c(C(=O)NC(C)c2ccc3c(c2)OCCO3)cc2sccc21 (configuration not stated)	0	0	8	-3	-0.3	0.5	-3	16	3
COc1ccccc1S(=O)(=O)Cc1ccc(C(=O)NC2CC2)o1	-5	5	-12	0	0.9	0.4	-3	1	6
O=C(CSc1ccc(C(F)(F)F)cc1[N+](=O)[O-])NCCOc1ccccc1	-11	-5	9	3	1.4	-0.2	-8	-10	-3
CCOC(=O)c1ccc(NC(=O)CCN2C(=O)C3CC=CCC3C2=O)cc1 (configuration not stated)	nt	-1	0	1	nt	1.7	nt	1	-8
CC(C)CC1=NC(C(F)(F)F)(C(F)(F)F)c2c(n(CC(C)C)c(=O)[nH]c2=O)N1	0	-6	8	3	1.1	0.8	-3	-4	4
Oc1ccccc1N1CCN(Cc2ncc(-c3ccccc3)o2)CC1	-17	-2	8	0	-0.7	3.2	-7	-15	-12
CCCNC(=O)c1oc2ccc3c(c2c1C)C(O)CC(C)(C)O3 (configuration not stated)	nt	-2	8	-1	nt	-0.1	nt	2	-4
CN(C)CC(O)CN1C(=O)NC(C)(C)C1=O (configuration not stated)	7	-9	28	1	2.2	2.1	-4	2	-10
CN(C)CCCn1c2c(c(SCC(=O)Nc3cccc4ccccc34)nc1=O)CCC2	-16	-8	11	3	-1.3	1.6	-6	-13	-8
COc1ccc(-c2oc3ccc(N4CCOCC4)cc3c2C#CCO)cc1	-11	3	-15	7	1.2	5.1	-21	58*	-10
COc1ccc2c(c1)-c1ccccc1S(=O)(=O)N(C)C2	3	-5	-6	-1	nt	0.0	nt	-6	3
COc1cc(/C=N/NC(=O)c2ccoc2C)cc(OC)c1OC	-9	-3	13	8	0.3	0.2	1	10	-42
Cc1cccc(C#Cc2ccccc2)n1	-13	-5	17	2	-0.6	-0.3	-4	-13	0
CCCn1nnnc1SCC(=O)NCc1ccccc1	-10	-2	3	10	0.1	0.2	1	8	-1
O=C(O)c1ccccc1N/N=C\c1ccnc2ccccc12	-9	-2	19	6	6.9	0.4	1	7	-20
Fc1cnc(N2CCN(c3ccccc3)CC2)nc1N1CCN(c2ccccc2)CC1	5	3	2	3	0.5	0.0	-4	-27	0
Cc1ccccc1C(=O)NCCCc1ccccc1	-8	-5	10	1	-0.8	0.6	-4	0	-6

Just M1 ag parental, for some of the entries so far:
Molecule	M1 ag parental
Cc1cnc(C(=O)OCC(=O)NC2CCCCCC2)cn1	-1.1
COc1cc(C2CC(=O)C3=C(C2)Nc2ncnn2C3c2cccs2)cc(OC)c1OC (configuration not stated)	0.4
O=C(CN(Cc1cccs1)C(=O)CCC(=O)Nc1nccs1)NCc1ccccc1	2.6
COc1ccc(C(CNC(=O)c2cccc(S(=O)(=O)Nc3ccc(F)cc3)c2)N(C)C)cc1 (configuration not stated)	2.0
CN(C)CCCNC(=O)C[C@H]1C[C@H](C(=O)N2CCOCC2)[C@@]2(C)c3[nH]c4cc(-c5ccco5)ccc4c3CCN2C1=O	0.7
O=c1c2ccccc2nc(/C=C/c2ccc(Br)cc2)n1CCO	2.0
O=C(Oc1oc(-c2ccco2)nc1C=Nc1ccccc1)c1ccoc1	1.2

Continued.
SMILES	CHO parental Ca	M1 ag	M1 PAM parental	TAAR1 agonist	V1aR counter	M1 ag parental	OXTR potentiate	TAAR1 antag	CHO-K1 Ca antag
COc1ccccc1OCC(=O)NCCc1nc2ccccc2[nH]1	-13	-2	-6	4	0.0	0.6	-2	-10	0
Cc1cccn2c(=O)c3cc(C(=O)NCc4ccco4)c(=N)n(CCc4ccccc4)c3nc12	-16	-7	5	2	-0.3	1.1	-7	-24	-7
CCCCNC(=O)/C(C#N)=C/c1ccc(-c2ccc(S(=O)(=O)N3CCOCC3)cc2)o1	-17	-3	12	6	0.1	3.2	-5	29	-2
COc1cc(CCC(=O)Nc2sccc2C#N)cc(OC)c1OC	-11	1	1	2	5.0	10	-11	7	-10
NN1C(=O)NC(c2ccccc2)(c2ccccc2)C1=O	-12	-1	12	4	0.1	0.1	-25	1	-16
CCCNC(=S)Nc1ccccc1	-1	-3	-1	0	1.5	0.2	-8	-4	-9
Cc1n[nH]c(=O)c2c(NC(=O)CSc3nn(-c4ccc(F)cc4)c(=S)s3)oc(C)c12	-3	0	0	2	-0.7	8.3	-9	1	6
CCOC(=O)C1=C2NC(=O)c3ccccc3N2C(=O)C1	-17	-5	-3	7	1.0	1.3	-13	-19	-11
N#Cc1cc(C(=O)c2ccccc2O)cn(-c2nccs2)c1=O	31	45*	-4	126*	55*	72*	-12	71*	25*
CC(CC1C(C#N)=C(N)SC(N)=C1C#N)c1ccccc1 (configuration not stated)	9	7	5	22	13	14	-17	19	-10
CCN1CCN(S(=O)(=O)c2ccc(Cl)c(C(=O)Nc3ccc(OC(F)F)cc3)c2)CC1	-13	-4	20	2	5.3	5.2	-4	-13	-13
